Vif inh: HIV Vif self-association inhibitors, primary screen, imaging, HEK293T, single point; 0.35% of 340,000 active; inhibition, % at 7.49 µM; HEK293T cells, Vif self-association by quenched fluorescence, 24 h; in the data active = inhibition above about 50%, passing the limit was not always enough; inconclusive = no clear call, values can overlap the other calls; inactive = below about 31%; note: some results filed as inactive read as strong as hits
NR2F2 inh: NR2F2 transcriptional activity inhibitors, primary screen, cell-based, luciferase reporter, HEK293T, luminescence. AID 686940, 2013. 0.7% of 370,000 active. inhibition, % at 8.6 µM. HEK293T NGFI-A luciferase reporter. COUP transcription factor 2 (Homo sapiens), P24468;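 active = inhibition above a per-plate cutoff, mean inhibition of test wells between control levels plus 3 SD, cut at about 38% in these data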;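 note: cells cotransfected with COUP-TFII expression vector driving the NGFI-A reporter; 0% = median of COUP-TF2 test wells and 100% = reporter-only cells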
SRC2 inh: inhibition of GAL4-SRC2 driven luciferase reporter, primary screen, SRC2 inhibitor project, cell-based, luminescence; HEK293 GAL4-SRC2 luciferase reporter; inhibition, % at 9 µM; 0.17% of 370,000 active; Nuclear receptor coactivator 2 (Homo sapiens), Q15596;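 active = inhibition above the mean inhibition of all tested compounds plus 3 SD, set per campaign, cut at about 52% in these data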;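 note: 0% = DMSO treated cells and 100% = cells given Gossypol at 36 µM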
NOD2-RIPK2 inh: NOD2-RIPK2 binding disruptors in cells, primary screen, fluorescence, CHO cells, BLA complementation | CCF4 ratio | Receptor-interacting serine/threonine-protein kinase 2 (Homo sapiens), O43353 | inhibition, % at 4.98 µM | 0.38% of 360,000 active | AID 624267, 2012; in the data active = inhibition above about 21%;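 note: 0% = vehicle only and 100% = reference blocker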
Target sequence (O43353 whole entry, looked up): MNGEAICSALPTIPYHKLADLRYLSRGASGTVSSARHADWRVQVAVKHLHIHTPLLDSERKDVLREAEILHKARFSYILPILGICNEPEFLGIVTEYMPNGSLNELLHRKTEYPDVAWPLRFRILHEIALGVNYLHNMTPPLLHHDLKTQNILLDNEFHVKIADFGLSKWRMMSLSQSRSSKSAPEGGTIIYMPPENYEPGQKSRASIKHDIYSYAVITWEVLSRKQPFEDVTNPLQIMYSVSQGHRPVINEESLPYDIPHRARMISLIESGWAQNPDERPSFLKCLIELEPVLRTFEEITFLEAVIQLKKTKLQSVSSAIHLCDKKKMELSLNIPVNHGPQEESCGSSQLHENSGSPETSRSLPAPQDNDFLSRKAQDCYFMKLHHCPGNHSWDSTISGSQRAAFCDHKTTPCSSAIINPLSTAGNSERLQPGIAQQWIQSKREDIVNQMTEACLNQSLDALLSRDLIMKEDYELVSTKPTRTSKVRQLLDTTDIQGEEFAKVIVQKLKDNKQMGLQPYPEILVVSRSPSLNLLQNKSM
TLR9-MyD88 inh: inhibitors of TLR9-MyD88 association in cells, primary screen, cell-based, CHO, BLA complementation, fluorescence. CCF4 FRET ratio. 0.21% of 340,000 active. AID 504734, 2011. inhibition, % at 4.98 µM;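 active = inhibition above the mean over all tested compounds plus 3 SD, cut at about 21% in these data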;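 note: 0% = DMSO only wells and 100% = clavulanate BLA inhibitor control wells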
LMP1 NFkB inh: EBV LMP1-driven NF-kappaB luciferase reporter inhibitors, primary screen, cell-based, luminescence, single point. LMP1-induced NF-kappaB luciferase reporter cells. inhibition, % at 12.5 µM. 0.69% of 350,000 active. AID 504558, 2011; in the data active = inhibition above about 41%; inconclusive = no clear call, values can overlap the other calls;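 note: 0% = neutral control wells and 100% = reference inhibitor control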
SRC1 inh: SRC1 coactivator transcriptional activity inhibitors, primary screen, cell-based, luminescence. Nuclear receptor coactivator 1 (Homo sapiens), Q15788. HEK293 GAL4-SRC1 luciferase reporter. inhibition, % at 3.6 µM. 0.12% of 360,000 active;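 active = inhibition above the campaign mean plus 3 SD, with each screening campaign given its own cutoff, cut at about 60% in these data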;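 note: 0% = DMSO treated cells and 100% = gossypol at 36 µM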
TROY signal inh: inhibitors of TROY-driven NF-kB signaling, primary screen, Q293 LMP1-TROYcd cells, NF-kB luciferase, uHTS; Q293 LMP1-TROYcd NF-kB luciferase reporter, 4 h; inhibition, % at 10 µM; 0.98% of 360,000 active; AID 1347056, 2019;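 active = compounds whose plate-normalised and pattern-corrected inhibition of the luciferase reporter signal at the single screening dose is 50% or more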
TRAIL sens C8: viability loss with TRAIL in NB7+C8 cells, primary screen, TRAIL sensitizer project, cell-based, ATPlite luminescence; inhibition (viability loss, TRAIL sensitization), % at 10 µM; 1% of 360,000 active; AID 624354, 2012;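 active = compounds causing at least 50% loss of cell viability in the single-dose screen, relative to plate controls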
LRH-1 inv ag: LRH-1 (NR5A2) inverse agonists, primary screen, cell-based, luminescence, HEK293T, StAR-luciferase reporter | inhibition, % at 3.6 µM | 0.13% of 360,000 active | Nuclear receptor subfamily 5 group A member 2 (Homo sapiens), O00482 | LRH-1 transfected, 24 h;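 active = inhibition above the mean inhibition of all tested compounds plus 3 SD, cut at about 73% in these data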;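 note: 0% = DMSO wells and 100% = reporter-only cells lacking LRH-1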
Target sequence (O00482 whole entry, looked up): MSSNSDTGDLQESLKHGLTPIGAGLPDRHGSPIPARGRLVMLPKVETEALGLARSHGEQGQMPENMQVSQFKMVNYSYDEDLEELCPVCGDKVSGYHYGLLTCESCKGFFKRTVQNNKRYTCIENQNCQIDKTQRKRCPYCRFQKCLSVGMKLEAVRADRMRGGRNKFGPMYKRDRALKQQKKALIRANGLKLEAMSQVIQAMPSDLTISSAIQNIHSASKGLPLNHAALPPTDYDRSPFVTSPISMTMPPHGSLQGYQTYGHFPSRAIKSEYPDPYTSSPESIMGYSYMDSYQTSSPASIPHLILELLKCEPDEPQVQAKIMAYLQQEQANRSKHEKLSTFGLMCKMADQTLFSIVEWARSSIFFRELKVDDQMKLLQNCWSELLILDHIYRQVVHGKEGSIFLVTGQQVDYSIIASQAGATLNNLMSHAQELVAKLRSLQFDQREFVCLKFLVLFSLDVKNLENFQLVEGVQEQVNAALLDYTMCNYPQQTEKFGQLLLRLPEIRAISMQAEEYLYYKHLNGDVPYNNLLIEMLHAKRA
NCOA3 inh: SRC3 coactivator transcriptional activity inhibitors, primary screen, cell-based, luminescence; AID 588352, 2011; 0.17% of 360,000 active; HEK293 GAL4-SRC3 luciferase reporter; Nuclear receptor coactivator 3 (Homo sapiens), Q9Y6Q9; inhibition, % at 3.6 µM;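 active = inhibition above a per-campaign cutoff, the mean of all compounds plus 3 SD, cut at about 60% in these data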;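 note: 0% = DMSO-treated cells and 100% = gossypol-treated cells at 36 µM; higher means less SRC3-driven luciferase light from the GAL4 reporter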
The depositor's hits bear a star; ? = inconclusive; . = not tested or not shown.

smiles,SRC2 inh,TLR9-MyD88 inh,TROY signal inh,NR2F2 inh,TRAIL sens C8,NOD2-RIPK2 inh,LRH-1 inv ag,NCOA3 inh,Vif inh,SRC1 inh,LMP1 NFkB inh
COc1ccc(/C=C(\NC(=O)c2ccccc2)C(=O)NCCN2CCOCC2)cc1OC,-15,-2,-4,-12,-25,-36,17,11,11,11,-3
CCn1cc(C(=O)N2CCN(c3ccccc3F)CC2)c(=O)c2ccc(C)nc21,0,11,-15,20,4,-4,8,9,-4,3,-5
CN1CC(=O)N(CC(=O)Nc2ccc3c(c2)CCC3)C1=O,1,-1,-2,-18,3,-4,12,-2,-4,-2,3
O=C(Nc1ccncc1)C1CC(=O)N(c2ccc(F)cc2)C1 (stereo not drawn),-6,-9,-10,6,-4,5,-5,0,2,6,-5
Cc1ccc(N2C(=O)NC(NC(=O)c3ccc(Cl)cc3)(C(F)(F)F)C2=O)cc1 (stereo not drawn),-24,3,6,-2,-6,-2,19,10,-3,2,-2
C=CCNc1nc(C(=O)OCC(=O)c2ccc(Cl)cc2)cs1,2,-1,-3,-15,-1,-6,-25,-26,2,-7,-5
O=C(N1CCCCC1)N1CCN(c2ccc(Cl)cc2)CC1,-3,-4,5,-12,-4,-1,0,16,-5,3,0
CCCCSC(=S)NC1CCS(=O)(=O)C1 (stereo not drawn),16,1,16,1,8,-6,-2,9,5,6,-1
CCOC(=O)c1cnn(-c2nc(-c3ccccc3)nc3c2COC(C)(C)C3)c1N,-14,-6,-26,18,1,-6,-8,-1,-3,-7,-4
COc1ccc(CNC(=O)COC(=O)c2ccc(C)c(S(=O)(=O)N3CCOCC3)c2)cc1,-1,5,12,-21,-19,3,-7,-18,2,0,3
COCCCN1C(=O)c2ccc(C(=O)Nc3ccc(OC)cc3OC)cc2C1=O,12,-9,-14,-7,-8,-1,-13,-13,-1,-1,-17
COc1cc(CC(=O)Nc2nc(C)cs2)cc(OC)c1OC,-3,3,16,11,1,-5,11,22,-8,14,-18
O=C(CCCn1c(SCC(=O)c2ccc(F)cc2)nc2ccccc2c1=O)NCc1ccccc1,-10,0,-4,2,12,4,-8,10,?,-40,7
O=C(CCc1c[nH]c2ccccc12)NCc1ccncc1,-23,1,8,-12,-15,7,15,7,7,-25,3
COC(CN(C)C(=O)C1CCC(CNS(=O)(=O)c2ccc(C)cc2)CC1)OC (stereo not drawn),-8,-2,20,-18,9,-17,-11,9,-9,15,0
CCN(Cc1cc2ccccc2[nH]c1=O)S(=O)(=O)c1ccccc1,-4,-6,9,1,2,2,-4,-2,-5,1,2
CCCCC[C@@H]1[C@@H]2C(=C(OCC)C[C@@H]3C(=O)N(c4ccccc4)C(=O)[C@H]23)[C@H](c2ccccc2)N1S(=O)(=O)c1ccc(C)cc1,10,.,8,6,4,-6,5,5,7,1,.
CC(=O)Oc1ccc2c(c1)Oc1cc(OC(C)=O)ccc1C21OC(=O)c2ccccc21,.,71*,23,.,-12,76*,3,11,2,-2,-3
O=C(NN1C(=O)C2C3C=CC(C4CC34)C2C1=O)c1cccc(Cl)c1 (stereo not drawn),-19,-6,-42,-12,-7,-10,-48,-36,-8,-26,71*
CSc1cccc(NS(=O)(=O)c2ccc3c(c2)CCN3C(C)=O)c1,24,-7,33,45*,20,4,9,23,.,19,24
CNC(=S)Nc1ccc2nc(C)oc2c1,-11,0,-15,-3,1,2,22,15,2,11,6
COc1ccc(C(CNC(=O)c2cccc(S(=O)(=O)Nc3ccc(Br)cc3)c2)N(C)C)cc1 (stereo not drawn),-9,-1,12,-20,19,7,-14,2,6,-15,-15
CS(=O)(=O)N(CC(N)=O)c1cccc(Br)c1,-10,6,9,13,-9,-3,-2,1,-21,-38,-11
CN(C(=O)COC(=O)c1ccc(Cl)s1)C1(C#N)CCCCC1,-4,-5,-29,-23,1,10,27,-15,-6,-7,2
COc1ccccc1CCC(=O)N(C)C1CCCN(Cc2ccccc2F)C1 (stereo not drawn),17,-3,20,4,5,-1,3,0,3,13,4
CC(=O)ON1C(C)(C)Cc2noc(N)c2C1(C)C,-28,1,0,5,-3,8,11,-2,-1,9,0
CCc1ccccc1NC(=S)N(CCN(C)C)C(C)c1ccccn1 (stereo not drawn),4,-3,-5,16,-10,-2,3,5,17,-31,6
CCCCNC(=O)NS(=O)(=O)c1ccc(C)cc1,3,-10,-8,-21,3,-22,3,-6,-7,-2,-3
Cc1cc(C)nc(NS(=O)(=O)c2ccc(NC(=O)c3cc4c(=O)n5cccc(C)c5nc4n3C)cc2)n1,.,0,-1,.,16,0,-2,6,0,-4,4
COC(=O)c1ccccc1NC(=O)C(C)n1nc(C)c2c(C)n(-c3ccccc3)nc2c1=O (stereo not drawn),9,9,4,4,-30,-9,19,15,-3,-74,-6
CC(=O)C1=C(O)CC(C)(C)CC1=NCCc1nc2ccccc2[nH]1,5,4,-7,-7,-9,-3,12,13,-5,12,2
O=C(Nc1ccc2oc(-c3cccnc3)nc2c1)c1ccc(Br)o1,-9,-6,.,6,15,4,-39,-13,11,3,7
C=CCOc1ccc2nnc(C)n2n1,-21,-3,16,-9,-5,2,4,-33,14,-23,6
CCCN1CCN(C(=O)CCNC(=O)Cn2cnc3ccccc3c2=O)CC1,-30,-8,15,10,-21,-1,-9,10,4,0,0
COc1ccc(C(=O)CSc2nc3ccccc3n2CC(=O)c2ccccc2)cc1,-32,8,3,3,-13,2,22,16,-1,-21,-1
COCCN(C(=O)C(C)C)c1nnc(-c2cccc(C)c2)s1,11,8,-14,5,11,-3,0,-12,-5,-14,1
COc1cccc2cc(C(=O)NCc3ccc(C)cc3)c(=O)oc12,.,-6,-21,.,-5,-7,-27,-7,4,4,0
COc1ccc(OC)c(C(C)NC(=O)c2ccco2)c1 (stereo not drawn),14,-6,17,-5,2,-5,10,9,3,4,-3
CC1CC1C(=O)OCC(=O)NNC(=O)c1ccc([N+](=O)[O-])cc1 (stereo not drawn),13,6,-13,-2,2,0,12,7,-2,9,3
Cn1c(CC(=O)Nc2ccc(Cl)c(Cl)c2)nnc1SCC(=O)N1CCN(c2ccccc2)CC1,14,-8,29,25,1,-3,-6,33,-7,25,8
COc1ccc(C(=O)Nc2ccc(Cl)cc2C(=O)N2CCOCC2)cc1,-5,0,2,-3,-20,-6,4,4,9,-19,3
Cc1ccc(S(=O)(=O)CCC(=O)N(C)C2CCCCC2)cc1,2,-4,-12,-6,-9,-2,11,-11,5,10,0
COc1ccc(OC)c(NC(=O)CCc2nnc3ccc(N4CCC(C)CC4)nn23)c1,12,-3,-12,2,6,0,-17,15,-11,-1,-12
CCOc1ccc(Cn2c(=O)sc3ccccc32)cc1OC,15,-3,5,16,-13,-3,9,5,-9,-7,8
CCc1cc2cccc(C)c2nc1SCC(=O)Nc1cc(C)on1,-10,-1,16,6,2,-6,-1,-20,-3,2,-16
Cc1ccc(/C=C2\NC(=S)NC2=O)cc1[N+](=O)[O-],-1,-10,-20,13,-4,3,11,-1,-3,1,-9
COc1cc(C(=O)NCCCOC(C)C)ccc1OC1CCN(C(C)=O)CC1,2,-1,5,6,-29,-8,32,0,-5,-3,3
COc1ccc(CC(=O)NCc2ccc3c(c2)cc(C)n3C)cc1,-5,10,10,-10,-1,-10,-1,12,-3,19,-5
COc1cccc(OC)c1C(=O)Nc1ccc(CN2CCCCC2)cc1,7,2,-2,2,-1,9,5,13,10,-4,0
CCN(C[C@H]1N[C@@](Cc2ccccc2)(C(=O)OC)[C@H]2C(=O)N(Cc3ccccc3)C(=O)[C@@H]12)C(=O)NC(C)C,-43,4,-12,-11,-4,-4,22,-16,.,6,-1
O=c1oc2ccccc2c(Nc2ccc3ccccc3c2)c1[N+](=O)[O-],.,-6,46,.,-2,14,-9,-32,-10,-32,-19
O=C(COCC(=O)NCc1ccccc1)NCc1ccccc1,-18,0,16,-32,-10,-3,4,11,4,-18,-50
CCOC(=O)C1=NOC(CN(c2ccccc2)S(=O)(=O)c2ccc(Cl)cc2)C1 (stereo not drawn),-11,-4,-11,7,-2,-10,6,-8,1,5,-3
COc1ccc(-c2cccc(NC(=O)c3ccc4c(c3)OCO4)c2)nn1,-33,2,-20,4,7,0,-38,-11,1,-12,-4
CC(=O)Cc1nsc(NC(=O)c2ccccc2Cl)n1,-42,-8,-15,14,-2,-13,-8,-6,2,-9,-7
Cc1c(/C(O)=C2\C(=O)C(=O)N(CCCN(C)C)C2c2ccccc2)cnn1-c1ccccc1 (stereo not drawn),33,3,86*,51*,6,2,30,28,0,25,13
COC(=O)/C(=N\OCc1ccc(C#N)cc1)c1c(C)nn(C)c1C,-22,8,0,-1,-5,5,-7,-12,3,9,-4
COc1ccc([C@H]2/C=C\CN(C(=O)[C@H](Cc3ccccc3)NC(=O)OCC3c4ccccc4-c4ccccc43)CC(=O)N2Cc2ccc(F)cc2)cc1,-35,0,2,6,4,16,-5,-1,-6,-14,-5
CCCCCOC(=O)C1=C(C)NC(=O)NC1c1ccc2c(c1)OCO2 (stereo not drawn),13,-8,-3,-15,-5,6,4,-18,14,-6,0
O=C(Nc1ccccc1C(=O)O)c1ccc(NC(=O)C2CC2)cc1,-3,1,20,4,65*,-4,-9,10,-2,5,20

Later entries.
smiles,SRC2 inh,TLR9-MyD88 inh,TROY signal inh,NR2F2 inh,TRAIL sens C8,NOD2-RIPK2 inh,LRH-1 inv ag,NCOA3 inh,Vif inh,SRC1 inh,LMP1 NFkB inh
CCN1C(=O)/C(=C/c2cccs2)SC1=Nc1ccc(OC)cc1,7,-2,8,-10,1,-2,9,8,-29,1,0
COc1cc2nc(Nc3cccc(F)c3)nc(N)c2cc1OC,-2,4,-17,-10,10,1,-8,6,-6,4,-1
Cc1ccc(O)c(N=Cc2cc(Cc3ccccc3)cc([N+](=O)[O-])c2O)c1,3,-12,52*,-1,-7,0,10,2,4,-17,-5
CCN1C(=O)[C@H]2[C@@H](c3ccc(-c4ccc(Cl)c(Cl)c4)cc3)N3CCCC[C@@]3(C(=O)OC)[C@H]2C1=O,4,-7,11,15,11,3,1,-4,-3,-2,6
O=C(CSc1ncnc2sc3c(c12)CCC3)NCC1CCCO1 (stereo not drawn),-31,-1,-17,-13,-14,-2,0,-1,-4,-12,-5

Compound activity: PubChem BioAssay, several laboratories

Not all compounds are listed, so the mix of outcomes need not match the whole.
